S1P1 ag pot: activates or potentiates agonism at human S1P1 receptor; S1P1 CRE-bla cells, forskolin, beta-lactamase FRET, potentiator mode; S1P1 agonist co-added at EC20, 2 nM; 100% = saturating reference agonist, 0% = basal; activation, % at 9.5 µM; 56,000 tested, 0.57% active; AID 449;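 active = activation above a cutoff set at the mean activation of all tested compounds plus 3 SD, cut at about 54% in these data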;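 note: forskolin at 4 µM as EC80 and the EC20 agonist is SEW2871; 100% = SEW2871 at its EC100 plus forskolin at EC80; some compounds past the cut are filed as inactive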
Target sequence (P21453 whole entry, looked up): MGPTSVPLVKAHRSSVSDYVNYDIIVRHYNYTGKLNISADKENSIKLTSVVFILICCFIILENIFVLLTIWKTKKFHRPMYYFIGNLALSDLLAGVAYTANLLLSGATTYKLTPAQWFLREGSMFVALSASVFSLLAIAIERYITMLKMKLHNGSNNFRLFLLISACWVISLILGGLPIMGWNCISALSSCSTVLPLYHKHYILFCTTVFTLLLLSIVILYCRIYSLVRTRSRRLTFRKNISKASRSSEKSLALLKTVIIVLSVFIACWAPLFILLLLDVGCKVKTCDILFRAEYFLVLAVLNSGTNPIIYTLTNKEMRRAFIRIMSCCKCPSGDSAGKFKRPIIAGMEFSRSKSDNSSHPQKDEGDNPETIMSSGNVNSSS
A340 absorber: compounds absorbing at 340 nm | compound absorbance at 340 nm, fold over control | fold change at 10 µM | 65,000 tested, under 10 active;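 active = at 10 µM dose, initial 340 nm absorbance at least 2 fold that of control wells; inactive = change under 2 fold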;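 note: initial absorbance extrapolated from kinetic A340 decline of NADH oxidation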
5-HT1A blocker: 5-HT1a (human) receptor antagonism; P08908; AID 612; 62,000 tested, 0.68% active; inhibition, % at 10 µM; CHO 5-HT1a Ga15 NFAT-bla reporter, antagonist mode;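 active = inhibition above the mean of all tested compounds plus 3 SD, cut at about 43% in these data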;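 note: receptor stimulated by 5-CT agonist at 100 nM near EC80; beta-lactamase reporter measured by ratiometric fluorescence of a cleavable substrate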
Fluor 339 460: intrinsic fluorescence of library compounds, ex339/em460 – biochemical, MLSMR library, data from DPM-DC assay, artefact control, profiling panel. 65,000 tested, 5.5% active. fluorescence fold increase at 10 µM. compound autofluorescence, ex339/em460 nm, NADH buffer; active compounds read high; 1 = no-compound wells, NADH background. AID 709;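 active = at 10 µM, mean starting fluorescence two-fold or more over control wells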;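 note: signal is the first read of a kinetic run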
HER2 expr 66K: Her2 kinase expression inhibition; P04626; SKBR-3 HER2 protein level, AlphaScreen, 18-24 h; active compounds read low; HER2 level % of control, % at 10 µM; 65,000 tested, 0.69% active;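 active = HER2 level under 5% of the carrier-only control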;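 note: 100% = DMSO carrier and 0% = 500 nM PU-H71 HSP90 inhibitor; lower value means stronger loss of Her2 protein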
HTR1E agonist: agonists of human 5-HT1E serotonin receptor; P28566; CHO 5-HT1E Ga15 NFAT-bla reporter, FRET; 0% DMSO wells, 100% control agonist wells; activation, % at 6 µM; 65,000 tested, 0.69% active;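 active = activation above a set limit, the screen-wide mean activation plus 3 SD, cut at about 8.5% in these data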;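 note: 100% = positive control agonist at 1 µM giving full maximal response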
Target sequence (P28566 whole entry, looked up): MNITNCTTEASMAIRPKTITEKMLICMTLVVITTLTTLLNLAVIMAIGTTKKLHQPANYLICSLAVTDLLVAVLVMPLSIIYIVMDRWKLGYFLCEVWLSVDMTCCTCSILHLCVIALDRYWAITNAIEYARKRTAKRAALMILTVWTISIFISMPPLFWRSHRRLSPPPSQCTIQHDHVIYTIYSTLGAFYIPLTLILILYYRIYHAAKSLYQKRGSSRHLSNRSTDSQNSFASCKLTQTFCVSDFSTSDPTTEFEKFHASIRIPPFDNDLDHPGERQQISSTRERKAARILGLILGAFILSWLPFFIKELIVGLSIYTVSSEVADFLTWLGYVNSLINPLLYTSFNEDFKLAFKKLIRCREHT
MMP-13 inhibitor: inhibitors of human MMP13. MMP-13 fTHP FRET cleavage, Mca fluorescence. 65,000 tested, 0.07% active. AID 570. inhibition, % at 4 µM;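 active = inhibition above the mean of compound-free control plate wells plus 3 SD, cut at about 14% in these data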;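 note: 0% = DMSO wells and 100% = wells with reference MMP-13 inhibitor after basal subtraction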
HTR1E antagonist: 5-HT1E (human) receptor antagonism; P28566; CHO 5-HT1E Ga15 NFAT-bla reporter, FRET, antagonist; inhibition, % at 6 µM; 65,000 tested, 0.99% active;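 active = inhibition above a set limit, the mean inhibition across every tested compound plus 3 SD, cut at about 29% in these data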;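 note: signal is the 460 over 535 nm emission ratio of beta-lactamase substrate; 0% = agonist plus DMSO wells and 100% = wells without agonist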
S1P3 agonist: agonists of human S1P3 receptor; S1P3 NFAT-BLA reporter cells, agonism, FRET ratio; relative to 1 µM S1P, basal subtracted; activation, % at 4.5 µM; AID 373; 60,000 tested, 0.1% active; Q99500;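 active = activation above the screen-wide mean plus 3 SD, cut at about 4.5% in these data, passing the limit was not always enough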; note: some compounds called inactive have numbers as strong as hits
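Measure – % activation relative to 1 µM S1P (100%), per plate · System – stable CHO line with human S1P3, Gα16, NFAT-BLA reporter · Timing – cells plated overnight, compound 4 h 37 °C, substrate 2 h RT · Technique – fluorescent BLA substrate, ex 405 nm, em 460/535 nm ratio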
* = called active by the depositor; / = not tested or not shown. Compounds as they come. About 8.5% of those tested had a hit in this group.

SMILES | S1P1 ag pot | A340 absorber | 5-HT1A blocker | Fluor 339 460 | HER2 expr 66K | HTR1E agonist | MMP-13 inhibitor | HTR1E antagonist | S1P3 agonist
COc1ccc(N2C(=O)C(Cl)=C(N3CCN(Cc4ccccc4)CC3)C2=O)cc1 | / | 1.1 | -10 | 1.1 | 92 | 4.6 | -1 | -5 | /
CC(=O)c1cccc(N(CC(=O)N2CCOCC2)S(C)(=O)=O)c1 | / | 1 | 3 | 1.1 | 95 | 0.1 | 1 | -2 | 0.4
O=C(NCCc1ccccc1)c1noc2c1CCc1ccccc1-2 | 53 | 0.99 | -20 | 1.1 | 82 | -0.5 | -1 | -3 | 0.8
CCN(CC)CCNC(=O)c1c(O)c2cccc3c2n(c1=O)CCC3 | -6 | 1.1 | 3 | 1.4 | 83 | -0.2 | -9 | 12 | -1.2
COc1ccc(-c2noc(COc3ccc4c(c3)OCO4)n2)cc1 | 29 | 1.1 | -5 | 1.3 | 172 | 0.3 | 1 | 2 | 0.5
COc1ccc(C2C(C(=O)c3sc(C)nc3C)=C(O)C(=O)N2CCN2CCOCC2)cc1 (configuration not stated) | -38 | 1 | -12 | 1 | 90 | 0.8 | -1 | -2 | 0.1
Cc1c(-c2nn(C)c(=O)c3ccccc23)oc2ccc(F)cc2c1=O | 16 | 1 | 0 | 1.1 | 103 | -0.4 | 2 | -4 | -0.8
CCOc1ncccc1C(=O)OCC(=O)N1CCN(S(=O)(=O)c2ccccc2)CC1 | -13 | 1 | -2 | 1.1 | 88 | 0.4 | 1 | 4 | 0.0
Cc1cccc(CN(C)CCc2ccccn2)c1 | -9 | 1.1 | -11 | 1.1 | 127 | -0.2 | -2 | -10 | -1.1
CN(C)[C@@H]1C(=O)C(C(N)=O)=C(O)[C@@]2(O)C(=O)C3=C(O)c4c(O)ccc(Cl)c4[C@@H](O)[C@H]3C[C@@H]12 | -1 | 1 | / | 1.1 | 98 | 0.1 | -13 | -10 | -1.9
CCN(CC)C(=O)CSc1nnc(-c2ccccc2)n1-c1ccccc1 | -25 | 0.97 | -3 | 1.1 | 107 | 0.2 | 6 | -2 | -0.7
CC1(C)Oc2ccc3ccc(=O)oc3c2C(N2CCCCC2)C1O (configuration not stated) | -10 | 1 | 3 | 1.6 | 116 | -0.4 | -23 | 20 | -1.5
CCOc1ccc(N(CC(=O)NCc2ccccc2)S(=O)(=O)c2c(C)noc2C)cc1 | 4 | 1 | 8 | 1.1 | 88 | 0.5 | 3 | 8 | -0.9
CCOC(=O)/C(C#N)=C1/SC(CC)C(=O)N1c1ccc(C)cc1 (configuration not stated) | -16 | 1 | -14 | 1.1 | 104 | 0.6 | -1 | -6 | -0.2
COc1ccc(CNC(=O)C2CCN(S(=O)(=O)N3CCOCC3)CC2)cc1 | -22 | 1 | 6 | 1.1 | 95 | 0.2 | -1 | 1 | -0.3
O=C(c1ccc(COc2ccccc2Br)o1)N1CCCCCC1 | 5 | 1 | 5 | 1.1 | 75 | 0.1 | 2 | -4 | -1.2
COc1ccc2[nH]c(=O)c(CN(Cc3ccc4c(c3)OCO4)C(C)=O)cc2c1 | 3 | 1.1 | 3 | 1.5 | 127 | -1.3 | -6 | 2 | -0.6
O=C(c1cnn2c1NC(c1ccc(Br)cc1)CC2C(F)(F)F)N1CCN2CCCC2C1 (configuration not stated) | -2 | 0.96 | -9 | 1.1 | 92 | 1.4 | -1 | -4 | -0.5
CCOC(=O)CSc1nnc(CSc2nc3ccccc3c(=O)[nH]2)n1-c1ccccc1 | / | 1.1 | 7 | 1.1 | 108 | 1.6 | 2 | -5 | -0.9
O=C(CSc1ccccn1)N1CCN(c2ccccc2)CC1 | / | 1 | -1 | 1.1 | 158 | -0.3 | -4 | -8 | /
CN(C)c1ccc(NC(=O)Cn2ncn3c(cc4ccccc43)c2=O)cc1 | 8 | 1 | 21 | 0.95 | 104 | -1.9 | 3 | 4 | -0.3
Cc1ccc(-c2nnc(CSc3nc4cc5c(cc4cc3C)OCO5)o2)cc1 | -4 | 1.1 | 18 | 1.1 | 95 | -0.8 | -2 | -2 | -1.5
O=C(c1cccnc1)N1CCN(CCCc2ccccc2)CC1 | 26 | 1 | 1 | 1 | 117 | 0.3 | 5 | 15 | -0.9
COc1ccc(-c2nn(-c3ccccc3)cc2C(=O)O)cc1 | 4 | 1 | 22 | 1.1 | 81 | 0.9 | -6 | -5 | -0.8
CCN(Cc1cc2ccc(C)cc2[nH]c1=O)C(=O)c1cccnc1 | 16 | 1 | -8 | 1.3 | 84 | 0.2 | -11 | -9 | 0.5
CCCn1nnnc1NCc1ccccc1OCc1ccc(F)cc1 | 8 | 1 | 7 | 1.1 | 93 | 0.0 | -2 | 3 | -0.8
CCN(CC)C(=O)CSc1nnc(-c2cc(OC)cc(OC)c2)o1 | -3 | 1 | -9 | 1 | 78 | 0.2 | 4 | -9 | -0.4
COc1cc(NC(=O)c2noc3c2CCCC3)c(OC)cc1Cl | -2 | 1 | -6 | 1.8 | 87 | -0.1 | -3 | -4 | 0.0
Cc1cc(C)cc(CSc2nnc(C)c(=O)[nH]2)c1 | -6 | 1 | -6 | 1.1 | 108 | 0.2 | 1 | -9 | 0.3
O=C(CN1C(=O)c2ccccc2S1(=O)=O)N1CCOCC1 | 0 | 1.1 | 4 | 1.1 | 73 | -0.4 | 4 | 3 | -2.0
O=C(c1ccccc1)c1ccc(OC(=O)N2CCOCC2)cc1 | -4 | 1 | -3 | 0.81 | 116 | -0.5 | 0 | -10 | -0.9
c1coc(CNc2ncnc3sc4c(c23)CCCCC4)c1 | -14 | 1 | 3 | 1 | 77 | -0.2 | -6 | 4 | -0.6
CC(C)OC(=O)CSc1nc2ccccc2s1 | -20 | 1.1 | -8 | 1.1 | 92 | 0.0 | -2 | -10 | -0.3
O=C(c1cc(-c2ccc(Cl)c(Cl)c2)on1)N1CCCC1 | -24 | 1 | 2 | 1.1 | 85 | -0.1 | 4 | -4 | -1.4
c1ccc(-c2nnc3n2N=C(c2ccc4c(c2)OCO4)CS3)nc1 | 4 | 1.1 | / | 1.1 | 119 | -0.8 | 4 | 2 | -1.0
CCC(CC)C(=O)Nc1c2c(nn1-c1ccc(OC)cc1)CS(=O)C2 (configuration not stated) | 2 | 0.98 | -38 | 1.1 | 100 | 0.7 | 2 | -1 | -0.3
CCOC(=O)c1sc(=S)n(-c2ccc(F)c(F)c2)c1N | / | 1.1 | -10 | 1 | 106 | -0.5 | -1 | 10 | /
CCOc1cc2c(cc1OCC)C(c1cc(OC)c(O)c(OC)c1)NCC2 (configuration not stated) | 15 | 0.99 | -6 | 1.2 | 79 | -0.5 | -9 | 27 | -0.6
COc1ccc(OC)c(C(=O)c2nc3c(n2O)CCCCC3)c1 | -4 | 1.1 | 9 | 0.94 | 79 | -0.7 | 5 | -6 | -0.7
Cc1ccc(-c2nnc(SCC(=O)Nc3ccc(S(=O)(=O)N4CCCCCC4)cc3)o2)cc1 | 6 | 1 | 8 | 1.1 | 62 | -0.5 | 4 | 11 | -0.8
O=C(NCCCN1CCCC1)Nc1cccc2ccccc12 | -10 | 1 | 7 | 1.6 | 85 | 3.4 | -31 | 7 | -1.6
COC(=O)c1cc2oc(C)cc2n1CC(=O)Nc1ccc(C)c(C)c1 | 5 | 1.1 | 23 | 1.1 | 92 | -1.7 | 0 | -4 | -0.9
CCOC(=O)C1(Cc2ccccc2)NC(c2ccccc2F)C2C(=O)N(CC)C(=O)C21 (configuration not stated) | 3 | 1 | 23 | 1.2 | 103 | 0.3 | 3 | 2 | -2.3
CCN(Cc1ccccc1)C(=O)CCc1nc(-c2ccc(C)cc2)no1 | -15 | 0.97 | -1 | 1.1 | 104 | -0.9 | 4 | 3 | -1.4
O=C(c1cccs1)N1CCN(C(=O)C2CCCO2)CC1 (configuration not stated) | 8 | / | -11 | / | / | -0.3 | -5 | -3 | -0.1
Cn1c(=O)n(C)c2cc(S(=O)(=O)N3CCOCC3)ccc21 | -3 | 1.1 | -4 | 1.1 | 96 | -0.2 | 1 | -10 | -0.5
O=C(COc1ccccc1)Nc1ccccc1N1CCCCC1 | -29 | 0.99 | 31 | 1 | 135 | -0.4 | -1 | 0 | -0.1
Cc1ccc(CCN2CC(C(=O)NCCCN(C)Cc3ccccc3)CC2=O)cc1 (configuration not stated) | -26 | 0.98 | -7 | 1.1 | 104 | -0.1 | -4 | -2 | -0.5
Cc1cc(C)n2c(SCCN3C(=O)c4ccccc4C3=O)nnc2n1 | 8 | 0.97 | -16 | 1 | 108 | -0.5 | 5 | 2 | -1.2
Brc1ccc2c(c1)CNc1c(ncnc1N1CCOCC1)O2 | 7 | 1 | / | 1.1 | 99 | -0.7 | 7 | -3 | -4.6
CCC(Oc1ccccc1)C(=O)Nc1ccccn1 (configuration not stated) | -5 | 1 | -23 | 1.1 | 72 | -0.3 | 3 | -6 | -0.4
Cc1onc(-c2c(Cl)cccc2Cl)c1C(=O)NCC1CCCO1 (configuration not stated) | -8 | 0.99 | 2 | 1 | 98 | 0.5 | 6 | -7 | -1.3
COc1ccc(-n2c(=O)cc(N3CCCCCC3)[nH]c2=O)cc1 | -6 | 0.98 | -12 | 1.1 | 94 | -0.8 | 0 | 4 | -0.3
COc1ccccc1NC(=O)CN1C(=O)NC(C)(C)C1=O | 43 | 1 | 10 | 1.1 | 110 | -1.1 | 1 | 10 | -0.6
N#CC1=C(N)OC2=C(C(=O)CCC2)[C@]12C(=O)N(CC(N)=O)c1ccccc12 | -22 | 1 | / | 1.1 | 104 | -0.5 | 1 | -6 | -5.3
Cc1cc(C)c(NC(=O)CSc2nc3c(c(=O)n2C)SC(C)C3)c(C)c1 (configuration not stated) | 31 | 1 | 13 | 1 | 62 | 2.2 | -1 | -23 | -0.9
CCc1nn2cc(-c3ccccc3)nc2s1 | -29 | 1 | 8 | 1.1 | / | -0.2 | 0 | -4 | -1.0
CCOc1cccc(/C(O)=C2/C(=O)C(=O)N(CCOC)C2c2ccc(C)o2)c1 (configuration not stated) | / | 1.1 | -4 | 1 | 94 | 0.6 | 9 | -3 | /
CC(C)Oc1ccc(C(=O)Nc2ccc(N3CCCC3)cc2)cc1 | 18 | 1.1 | 3 | 1.3 | 75 | 2.1 | 3 | -13 | -2.4
Cn1c(=O)n(C)c2cc(S(=O)(=O)N3CCCc4ccccc43)ccc21 | / | 1 | 0 | 1 | 120 | -0.6 | 2 | 8 | -0.7
COc1cc(OC)c(-c2nn3c(-c4ccncc4)nnc3s2)cc1OC | -43 | 1.1 | -2 | 1.1 | 94 | 0.5 | 0 | 11 | -0.5
CCOP(=O)(c1c(F)c(F)c(F)c(F)c1F)C(O)c1ccccc1 (configuration not stated) | -6 | 1 | 8 | 0.93 | 62 | 0.5 | 3 | -18 | -0.7
CC(=O)Nc1ccc(S(=O)(=O)Nc2nc(C)cc(-n3nc(C)cc3C)n2)cc1 | / | 1 | 0 | 1.1 | 97 | 0.2 | 1 | 2 | -0.4

Screening results from PubChem.
